Dengue-2 NS5 capping: flavivirus cap methylation enzyme inhibition – biochemical, confirmation dose response, primary screen (AID 588689). Dengue-2 NS5 methyltransferase capping enzyme assay, biochemical; higher % means a stronger effect. inhibition, % at 25 µM, or IC50 in µM where a hit was titrated. hit rate 0.3% among 340,000; in the data active = a potency from the dose series; inconclusive = inhibition above about 29% without an active follow-up result
GPR55 LPI antagonism: inhibition of LPI-stimulated GPR55 beta-arrestin translocation – imaging, U2OS, beta-arrestin-GFP, LPI agonist, primary screen (AID 2013). inhibition, % at 10 µM; hits with a dose series show IC50 in µM. hit rate 0.13% among 290,000. U2OS GPR55 beta-arrestin-GFP translocation imaging, LPI antagonism; higher % means a stronger effect;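 active = spots per cell inhibited over 60%, with over 100 cells counted and total cytoplasm intensity under 500,000; inconclusive = wells with under 100 cells, flagged as likely toxic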;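 note: U2OS cells stably carrying GPR55 and arrestin-GFP stimulated by 5 µM LPI near EC80; imaged beta-arrestin-GFP aggregate spots per cell after agonist stimulation; plate controls were LPI-stimulated DMSO wells for no effect and DMSO wells without LPI for full effect; some results filed as inactive read as strong as hits; confirmed hits need IC50 under 10 µM and bright autofluorescent wells are also inconclusive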
MgcRacGAP inhibition: MgcRacGAP GTPase-activating activity inhibitors, confirmation, biochemical, ADP Hunter fluorescence. MgcRacGAP-stimulated Rac1 GTP hydrolysis, ADP Hunter fluorescence; higher % means a stronger effect; GST-tagged Rac1 F28L mutant substrate. inhibition, % at 30 µM, or IC50 in µM where a hit was titrated. hit rate 0.6% among 340,000;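 active = first-screen hits whose inhibition reached a set limit at any dose in the follow-up dose series; inconclusive = inhibition above the set first-screen limit but never retested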;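 note: fluorescence reports GDP produced by GAP-driven GTP hydrolysis; strong numbers were not always called active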
AID2073: inhibitors of Mint1-CaV2.2 protein interaction, biochemical, HTRF (AID 2073) | HTRF protein-protein interaction, Mint1-CaV2.2; higher % means a stronger effect | inhibition, % at 20 µM, or IC50 in µM where a hit was titrated | hit rate 0.19% among 290,000; in the data active = inhibition mostly above about 51%, no sharp cut-off; inconclusive = no clear call, values can overlap the other calls; inactive = mostly below about 53%; note: some results filed as inactive read as strong as hits
GPR55 beta-arrestin: selective activators of receptor GPR55 – imaging, U2OS cells, beta-arrestin-GFP redistribution, primary screen (AID 1961); U2OS GPR55 beta-arrestin-GFP redistribution imaging; higher % means a stronger effect; activation, % at 10 µM; hits with a dose series show EC50 in µM; hit rate 0.048% among 290,000;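 active = activation above 40% with more than 50 cells counted in the well; inconclusive = wells holding fewer than 50 cells, flagged as toxic or sparse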;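 note: U2OS osteosarcoma cells stably expressing GPR55 and beta-arrestin-GFP; plate controls were DMSO negative control for no effect and LPI positive control for full effect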
GPR35 antagonists: inhibition of zaprinast-stimulated GPR35 beta-arrestin translocation – imaging, U2OS, beta-arrestin-GFP, zaprinast agonist, primary screen (AID 2058) | inhibition, % at 10 µM, or IC50 in µM where a hit was titrated | hit rate 0.052% among 290,000 | U2OS GPR35 beta-arrestin-GFP translocation imaging, zaprinast antagonism; higher % means a stronger effect;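 active = inhibition of at least 50% with at least 30 cells and total cytoplasm GFP at most 10,000,000; inconclusive = under 30 cells or total GFP of 10,000,000 plus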
SV40 large T antigen: TAg ATPase/helicase activity blockers – biochemical (AID 1903); hit rate 0.39% among 310,000; SV40 large T antigen ATPase/helicase inhibition assay; higher % means a stronger effect; one-dose inhibition, % at 20 µM; IC50 in µM for titrated hits; in the data active = a potency from the dose series; inconclusive = inhibition mostly from about 32% at the one dose, without a potency; inactive = the rest, 99 in 100 with inhibition below about 32%; note: strong numbers were not always called active
NTR1 agonist: NTR1-driven beta-arrestin-GFP spot formation – imaging, U2OS cells, high content, primary screen (AID 493036); hit rate 0.17% among 330,000; activation, % at 20 µM; agonist mode; P30989;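 active = activation at or above 40% of the spot to cytoplasm intensity ratio, with at least 20 cells analyzed; inconclusive = wells under 20 cells, flagged as cytotoxic or low count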;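 note: 0% = DMSO without peptide and 100% = 100 nM NTR1 peptide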
Target sequence (P30989 whole entry, looked up): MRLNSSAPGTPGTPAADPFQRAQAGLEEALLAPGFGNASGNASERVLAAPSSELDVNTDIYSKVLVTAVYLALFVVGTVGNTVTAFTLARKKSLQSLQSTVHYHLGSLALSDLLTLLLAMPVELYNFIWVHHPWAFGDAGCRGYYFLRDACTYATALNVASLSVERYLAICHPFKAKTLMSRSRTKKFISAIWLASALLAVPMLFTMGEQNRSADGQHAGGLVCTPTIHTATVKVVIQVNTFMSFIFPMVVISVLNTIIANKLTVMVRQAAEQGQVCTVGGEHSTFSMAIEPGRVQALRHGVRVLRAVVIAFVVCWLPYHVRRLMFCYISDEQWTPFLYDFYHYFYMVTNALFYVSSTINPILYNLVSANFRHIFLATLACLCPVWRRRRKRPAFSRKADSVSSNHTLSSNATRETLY
Yfh1-off respiration: mitochondrial function rescue without frataxin homolog – Friedreich's ataxia, plus single-dose screen, dose response (AID 1465); S. cerevisiae Yfh1-off respiration, WST-1 reduction, 72 h; higher fold induction means a stronger effect; fold induction at 50 µM, or EC50 in µM where a hit was titrated; hit rate 0.074% among 220,000;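 active = fold induction of absorbance versus untreated yeast above a set limit, then at least 30% activation at any dose in follow-up; inconclusive = repeats straddling the limit, or above it without dose testing; inactive = fold induction below the set limit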;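 note: activators that raise dye reduction in frataxin-depleted yeast; strong numbers were not always called active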
NTR1 agonist cell count 20 µM: recorded beside NTR1 agonist, whose call it bears; cell count; measured here: cell count, cytotoxicity flag
* marks the source's active call; other numbers are inactive results; i = inactive; ? = inconclusive; nt = not tested or not shown.

nr	mol	Dengue-2 NS5 capping	MgcRacGAP inhibition	GPR35 antagonists	NTR1 agonist	GPR55 LPI antagonism	Yfh1-off respiration	AID2073	NTR1 agonist cell count 20 µM	GPR55 beta-arrestin	SV40 large T antigen
1	S=C(NCc1ccco1)Nc1ccc(N2CCOCC2)cc1	4%	18%	-7%	0.1	2%	i	-1%	41	0.2%	35%
2	CCN(CC)S(=O)(=O)c1ccc(NC(=O)c2cnc(C)cn2)cc1	1%	7%	-4%	-0.9	8%	nt	-2%	57	0.2%	24%
3	CCOC(=O)c1ccc(S(=O)(=O)N2CCN(C)CC2)cc1	-5%	-8%	4%	0.4	12%	i	-3%	38	-0.3%	-40%
4	O=C(Nc1ccccc1)OC1CC2CC1C1CCCC21 (stereo not drawn)	-3%	4%	2%	2.2	-2%	i	4%	67	-0.1%	13%
5	CC(C)(C)n1nnnc1C(c1ccc(C(F)(F)F)cc1)N(Cc1ccccc1)Cc1ccco1 (stereo not drawn)	-5%	11%	-10%	-0.4	14%	nt	-9%	59	-0.2%	10%
6	Cc1ccc(C)c(OCC(=O)NNC(=O)c2ccc(NC(=O)C3CC3)cc2)c1	1%	6%	5%	-0.7	1%	nt	-9%	70	-0.1%	5%
7	O=C1c2ccccc2NC(c2ccccn2)N1c1ccccc1F (stereo not drawn)	6%	7%	-18%	-4.1	2%	i	13%	98	0.0%	27%
8	Nc1ccc(-c2nnc(-c3ccc(-c4ccccc4)cc3)o2)cc1	4%	7%	-8%	5.7	5%	i	44%	81	-0.4%	18%
9	CCOc1ccc(C(=O)SC2=NCCS2)cc1	-1%	1%	-4%	5.0	-1%	i	-3%	54	-0.2%	5%
10	CSc1cccc(-n2ccc(=O)c(C)c2C)c1	1%	11%	11%	2.4	-6%	nt	-10%	52	-0.1%	-8%
11	O=C(COC(=O)/C=C/c1cccc(Cl)c1)NCCc1ccccc1	3%	0%	3%	-0.4	-1%	i	-1%	61	-0.3%	1%
12	O=C(CN1Cc2ccccc2C1=O)Nc1ccc2c(c1)OCCO2	1%	8%	4%	-1.2	17%	nt	14%	45	0.2%	1%
13	Cc1[nH]c2ccccc2c1C(c1ccncc1)N1CCN(c2ccccc2F)CC1 (stereo not drawn)	-12%	4%	-2%	13	10%	i	-5%	81	-0.4%	3%
14	CCc1ccc(O)c(CNCCNCc2cc(CC)ccc2O)c1	2%	6%	nt	5.9	nt	nt	nt	76	nt	8%
15	Cc1ccc(OCc2nnc(SCC(=O)NCc3ccccc3)n2C)cc1	-4%	10%	-6%	-1.1	-7%	i	?	44	-0.1%	-1%
16	O=C(O)c1ccc2c(c1)C(=O)N(c1cc(C(=O)O)ccc1Br)C2=O	-6%	8%	-6%	-1.0	-6%	i	-6%	98	-0.1%	8%
17	O=C(CCN1C(=O)S/C(=C/c2ccccc2)C1=O)Nc1ccc(C(=O)O)c(O)c1	26%	8%	13%	-1.3	-20%	nt	4%	45	-0.1%	17%
18	CC(C)n1c(NCc2cc(Cl)ccc2O)nc2ccccc21	-2%	7%	30%	6.6	-10%	i	3%	105	-0.1%	7%
19	CC(NC(=O)c1cc(F)c(F)cc1Cl)C1CC2CCC1C2 (stereo not drawn)	-3%	5%	-12%	-0.3	3%	nt	2%	45	-0.2%	2%
20	CCc1ccc(S(=O)(=O)NCCc2cn3cccc(C)c3n2)s1	7%	5%	-12%	1.1	1%	i	-3%	78	1.0%	1%
21	CN(C)C(CNc1ncnc2sccc12)c1cccs1 (stereo not drawn)	-4%	2%	5%	3.6	7%	i	36%	42	0.1%	13%
22	COc1cc2c(cc1OC)CN(CC(=O)Nc1ccc(S(=O)(=O)N(C)C)cc1)CC2	-5%	5%	6%	-1.1	10%	i	0%	68	0.5%	3%
23	Cc1ccc(NC(=O)[C@@H](CC(C)C)NC(=O)[C@@H]2Cc3ccccc3CN2)cc1	0%	14%	12%	-1.4	-8%	nt	5%	51	0.1%	13%
24	COc1ccc2cc(C(=O)Nc3ccc(Cl)cc3)sc(=O)c2c1OC	?	7%	-8%	2.7	-2%	i	24%	58	-0.6%	11%

Some entries already given, limited to SV40 large T antigen and Yfh1-off respiration.
| entry | SMILES | SV40 large T antigen | Yfh1-off respiration |
| --- | --- | --- | --- |
| 24 | COc1ccc2cc(C(=O)Nc3ccc(Cl)cc3)sc(=O)c2c1OC | 11% | i |
| 17 | O=C(CCN1C(=O)S/C(=C/c2ccccc2)C1=O)Nc1ccc(C(=O)O)c(O)c1 | 17% | nt |
| 21 | CN(C)C(CNc1ncnc2sccc12)c1cccs1 (stereo not drawn) | 13% | i |

The listing continues:
nr	mol	Dengue-2 NS5 capping	MgcRacGAP inhibition	GPR35 antagonists	NTR1 agonist	GPR55 LPI antagonism	Yfh1-off respiration	AID2073	NTR1 agonist cell count 20 µM	GPR55 beta-arrestin	SV40 large T antigen
25	O=C1CC(NNc2nc3ccccc3s2)C(=O)N1c1ccccc1 (stereo not drawn)	-2%	6%	2%	0.1	0%	i	-1%	81	0.0%	15%
26	CCOC(=O)c1ccccc1Cc1nc2ccccc2c(=O)[nH]1	4%	6%	4%	0.3	10%	i	4%	29	0.2%	-3%
27	Cn1cccc1/C=C1\CCc2ccccc2C1=O	-3%	2%	-4%	0.5	12%	i	32%	76	0.1%	12%
28	CCOc1cc(C(=O)NCCOC)ccc1OC	-10%	3%	-2%	-0.8	6%	i	-12%	60	-0.1%	7%
29	CC1(C)CC(=O)C(C=Nc2cc(C(=O)c3ccccc3)ccc2N)=C(O)C1	-37%	-2%	-6%	0.8	0%	i	16%	36	-0.4%	7%
30	O=[N+]([O-])c1ccc2ccn(C3OCC(O)C(O)C3O)c2c1 (stereo not drawn)	-5%	-1%	4%	-1.8	3%	i	-2%	71	-0.1%	7%
31	COc1ccc(C2CC(c3cc(Br)ccc3F)n3nnnc3N2)cc1 (stereo not drawn)	-9%	11%	-7%	4.8	-6%	i	-8%	51	0.0%	4%
32	CCS(=O)(=O)c1nc(S(=O)(=O)c2ccc(C)cc2)c(NCc2ccccn2)s1	-8%	1%	2%	1.5	6%	i	9%	46	-0.6%	0%
33	COC(=O)C1C(O)=C(C=Nc2ccccc2)C(=O)CC1(C)C (stereo not drawn)	-9%	-1%	-6%	-0.4	4%	i	3%	47	-0.3%	1%
34	Cc1ccc(N2C(=S)NC3c4cc(Cl)ccc4OC2(C)C3C(=O)N(C)C)cc1 (stereo not drawn)	5%	-1%	-4%	3.6	-13%	i	-18%	50	-0.6%	-2%
35	CCC(C)Nc1nc(CN2CCOCC2)nc2sc3c(c12)CCC3 (stereo not drawn)	-2%	20%	4%	2.0	2%	i	-6%	41	-0.1%	9%
36	COC(=O)c1ccc(Cn2nnc3c(=O)[nH]c(C4CCCN(S(=O)(=O)c5ccccc5Cl)C4)nc32)cc1 (stereo not drawn)	-3%	7%	8%	18	15%	nt	8%	54	0.0%	8%
37	COc1cc(/C=C/C(=O)OCC(=O)N2CCC(Cc3ccccc3)CC2)ccc1O	2%	48µM*	-4%	12	-1%	i	-1%	75	-0.8%	23%
38	Cc1noc(/C=C/c2cccs2)c1S(=O)(=O)N1CCC(C(=O)NCCCN2CCC(C)CC2)CC1	2%	10%	-18%	1.4	0%	i	4%	42	0.1%	4%
39	CCC(C)n1[nH]c(=O)c2c(C)cc(C)nc21 (stereo not drawn)	1%	12%	16%	3.3	5%	i	-5%	48	0.2%	15%
40	COc1cccc(NC(=O)Cn2cc(C#N)c3ccccc32)c1	-10%	11%	7%	-0.8	1%	i	4%	41	0.0%	6%
41	CNS(=O)(=O)c1cccc(C(=O)OCc2cc(=O)n3cc(Br)ccc3n2)c1	-1%	5%	4%	9.6	6%	i	8%	42	0.2%	7%
42	Cc1ccc(NC(=O)CN2C(=O)S/C(=C\c3ccc(C(=O)O)cc3)C2=O)cc1	3%	15%	4%	nt	-22%	nt	-3%	nt	-0.1%	7%
43	Cc1ccc(S(=O)(=O)NCC(=O)N(CC(=O)NCc2ccco2)Cc2cccs2)cc1	-1%	12%	5%	1.2	12%	i	-4%	59	0.0%	11%
44	Cc1ccc(OCC(=O)NNC(=O)Cn2nnc(-c3ccccc3)n2)cc1	-6%	6%	-5%	-0.2	14%	i	-4%	36	-0.1%	10%
45	O=C1c2oc3ccc(Cl)cc3c(=O)c2C(c2ccccn2)N1CCCN1CCOCC1 (stereo not drawn)	nt	nt	-1%	-0.2	4%	i	-6%	54	0.7%	31%
46	Cn1c(SCC(=O)NC2CC2)nnc1-c1ccccc1Cl	-1%	4%	9%	-1.7	7%	nt	-3%	56	-0.1%	10%
47	CS(=O)(=O)N(CC(=O)N1CCCCCC1)c1ccc(Cl)cc1	-9%	7%	5%	0.4	-6%	nt	0%	59	0.2%	5%
48	CCOP(=O)(OCC)C(NC(=O)c1ccc(OC)c(OC)c1)c1ccccc1 (stereo not drawn)	-8%	-10%	10%	-1.4	-3%	i	2%	36	-0.3%	4%
49	COc1ccc2c(c1)C(=O)OC2CC(=O)O (stereo not drawn)	-2%	8%	8%	0.3	-11%	i	18%	87	0.3%	14%
50	CN(C)S(=O)(=O)Nc1ccccc1F	-1%	0%	-1%	-1.6	-6%	i	-9%	49	0.5%	-4%
51	C=CCN1C(=O)CSc2ccc(C(=O)NCc3ccco3)cc21	-5%	10%	-3%	-1.2	-10%	i	1%	72	0.0%	10%

Source: PubChem BioAssay

Not a hit list (roughly 1.7% active in at least one column).
